M4 PAM = potentiates acetylcholine response at human M4 receptor. activation, % at 3 µM. AID 624126. P08173. CHO-K1 hM4/Gqi5, Fluo-8 calcium fluorescence, ACh EC20; 0% = ACh EC20, 100% = maximal ACh. 0.4% of 360,000 active;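 active means activation above its plate's cutoff, the mean activation of sample wells plus 3 SD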; further: some results filed as inactive read as strong as hits
Target sequence (P08173 whole entry, looked up): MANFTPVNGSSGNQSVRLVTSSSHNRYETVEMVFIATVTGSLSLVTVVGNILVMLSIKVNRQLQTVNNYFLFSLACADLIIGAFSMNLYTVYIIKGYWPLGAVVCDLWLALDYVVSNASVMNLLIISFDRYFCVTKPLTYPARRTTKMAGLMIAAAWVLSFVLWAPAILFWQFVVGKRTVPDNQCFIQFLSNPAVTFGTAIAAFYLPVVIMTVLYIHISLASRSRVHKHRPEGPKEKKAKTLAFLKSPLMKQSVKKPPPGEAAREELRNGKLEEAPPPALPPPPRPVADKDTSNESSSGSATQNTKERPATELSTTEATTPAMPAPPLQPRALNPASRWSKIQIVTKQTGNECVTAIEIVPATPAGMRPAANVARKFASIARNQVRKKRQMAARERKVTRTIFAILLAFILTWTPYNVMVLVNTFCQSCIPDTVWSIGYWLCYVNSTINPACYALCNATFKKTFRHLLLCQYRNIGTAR
MEKK3 PB1 HTS = modulators (inhibitors or enhancers) of MEK5 binding to human MEKK3 PB1 domain | bead-based flow cytometry, Alexa488-MEK5 binding to MEKK3; actives lie on both sides; 0 = blocked by unlabeled MEK5, 100 = vehicle | AID 1529 | binding response (% of control), % at 10 µM | 1.4% of 290,000 active;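 active means binding response more than 3 SD above or below the average of its plate-row segment, actives on both sides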;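 further: Alexa488 bead fluorescence after subtracting the streptavidin-only scavenger bead signal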
GalR3 antag = human GalR3 antagonism; HEK293 GalR3-CNG cAMP membrane potential fluorescence; galR3 body fused to GalR1 C-terminus; inhibition, % at 3 µM; 0.44% of 360,000 active; AID 651719;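 active means inhibition above the screen-wide average plus 3 SD, cut at about 13% in these data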;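 further: forskolin and galanin both at EC90 stimulate the cells; cAMP rise reported by CNG channel membrane potential dye signal; 0% = forskolin plus galanin with DMSO and 100% = forskolin alone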
Target sequence (O60755 1-299 limits assumed): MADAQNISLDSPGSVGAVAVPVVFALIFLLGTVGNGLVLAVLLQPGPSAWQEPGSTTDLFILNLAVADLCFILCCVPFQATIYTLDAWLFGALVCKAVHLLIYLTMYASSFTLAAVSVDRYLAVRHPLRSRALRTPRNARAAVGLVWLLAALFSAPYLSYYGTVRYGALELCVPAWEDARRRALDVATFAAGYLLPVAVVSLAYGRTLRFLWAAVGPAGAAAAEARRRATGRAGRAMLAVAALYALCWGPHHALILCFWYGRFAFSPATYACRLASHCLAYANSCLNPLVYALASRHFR
p-CIP stab down = p/CIP protein destabilization | F442A p/CIP-EGFP cells, EGFP fluorescence, 16 h | decrease of EGFP signal, % at 10 µM | 0.01% of 290,000 active;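 active means EGFP signal decrease of at least 30% at 10 µM or well 3 SD below plate mean, unless failing retest; inactive means the rest, including hits failing retest or dose response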; further: some compounds called inactive have numbers as strong as hits; many of its hits are not listed in these tables
CRFR2-BP ag = agonists of human CRF-binding protein/CRF-R2 receptor complex | HEK293 CRF-R2/CRF-BP, calcium dye fluorescence (FLIPR); percent of saturating CRF peptide response | activation, % at 13.2 µM | 0.46% of 350,000 active | AID 588473;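 active means activation of at least 50%, plus an integration ratio under a set limit after plate pattern correction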;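 further: plate controls were neutral control wells without compound for no effect and CRF at EC100 for full effect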
PHOSPHO1 block = blocks human PHOSPHO1 phosphatase activity. Q8TCT1. recombinant PHOSPHO1, absorbance phosphatase assay. inhibition, % at 13.3 µM. 1.1% of 290,000 active. AID 1565; in the data active means inhibition above about 60%
Target sequence (Q8TCT1 whole entry, looked up): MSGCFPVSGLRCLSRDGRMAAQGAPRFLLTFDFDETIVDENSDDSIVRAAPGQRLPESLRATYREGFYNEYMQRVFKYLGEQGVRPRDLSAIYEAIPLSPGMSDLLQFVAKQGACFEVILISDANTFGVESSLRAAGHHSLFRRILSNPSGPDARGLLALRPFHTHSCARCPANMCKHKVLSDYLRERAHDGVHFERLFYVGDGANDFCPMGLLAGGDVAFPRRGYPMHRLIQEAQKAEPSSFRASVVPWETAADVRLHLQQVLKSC
CRFBP-R2 block = CRF-BP/CRF-R2 complex antagonism; HEK293 CRF-R2/CRF-BP, CRF-induced calcium fluorescence; inhibition, % at 11.8 µM; 0.59% of 350,000 active;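 active means inhibition of the ligand-induced calcium signal above about 50% at the single tested concentration, limit read from the data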
IDE cell inh = cellular human IDE inhibition; P14735; HEK cells, FAbetaB cleavage, fluorescence polarization; inhibition, % at 5.59 µM; 0.41% of 320,000 active; AID 434962;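 active means percent inhibition above the average of all tested compounds plus 3 SD, set per screening campaign, cut at about 16% in these data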;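 further: IDE supplied by intact live HEK cells; FP after avidin binding of uncleaved biotin substrate so inhibition keeps polarization high; 0% = DMSO wells and 100% = 60 µM reference IDE inhibitor Ii1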
IDE act = activators of human insulin-degrading enzyme in cells; 0.073% of 340,000 active; HEK cells, FAbeta-B cleavage, fluorescence polarization; 0% vehicle, 100% cell-free pure enzyme wells; activation, % at 5.96 µM; P14735;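 active means activation above the mean of all tested compounds plus 3 SD, set per screening campaign, cut at about 17% in these data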
Active calls of the source: *. Compounds as they come; about 4.2% have a hit in one of these screens.

For O=C(CNS(=O)(=O)c1ccccc1)Nc1ccc(C(F)(F)F)cc1 the results were M4 PAM 8, MEKK3 PB1 HTS 99, GalR3 antag -7, p-CIP stab down 3, CRFR2-BP ag -1.4, PHOSPHO1 block 21, CRFBP-R2 block -26, IDE cell inh 0 and IDE act -4.
For CC1CN(C(=O)CNC(=O)Cc2cccc3ccccc23)CC(C)O1 (stereo unspecified) the results were M4 PAM 5, GalR3 antag -4, CRFR2-BP ag 0.2, CRFBP-R2 block 4, IDE cell inh 1 and IDE act 5.
O=c1nc(/C=C/c2ccccc2C(F)(F)F)cc(C(F)(F)F)[nH]1 was read as M4 PAM -2, MEKK3 PB1 HTS 101, GalR3 antag -6, p-CIP stab down -12, CRFR2-BP ag -1.1, CRFBP-R2 block 7, IDE cell inh 3 and IDE act 1.
`CCn1c(/N=C/c2c[nH]c3ccccc23)nc2ccccc21` gave M4 PAM 3, MEKK3 PB1 HTS 98, GalR3 antag -5, p-CIP stab down 7, CRFR2-BP ag -3.4, PHOSPHO1 block -10, CRFBP-R2 block -28, IDE cell inh -2 and IDE act 1.
For Cn1c(=O)cc(OCC(=O)NCCc2ccc(Cl)cc2)c2ccccc21 the results were M4 PAM -8, MEKK3 PB1 HTS 98, GalR3 antag -5, p-CIP stab down -2, CRFR2-BP ag 0.1, PHOSPHO1 block 53, CRFBP-R2 block 7, IDE cell inh 2 and IDE act 2.
Screening N#Cc1cc([N+](=O)[O-])ccc1NC(=O)COC(=O)C1CC2CCCC(C1)C2=O (stereo unspecified) returned M4 PAM 13, GalR3 antag -4, CRFR2-BP ag 1.0, CRFBP-R2 block 0, IDE cell inh 0 and IDE act 8.
`CCn1nc(NS(=O)(=O)c2ccccc2)c2cc3ccccc3nc21` gave M4 PAM 5, MEKK3 PB1 HTS 100, GalR3 antag -7, p-CIP stab down 6, CRFR2-BP ag -1.2, PHOSPHO1 block 59, CRFBP-R2 block 0, IDE cell inh 5 and IDE act -3.
CCN(C(=O)c1cc2ccccc2oc1=O)c1ccccc1 was read as M4 PAM 17, MEKK3 PB1 HTS 98, GalR3 antag 3, p-CIP stab down 14, CRFR2-BP ag -0.6, PHOSPHO1 block -34, CRFBP-R2 block -28, IDE cell inh 2 and IDE act -5.
`COc1ccc(CN2CCNC(=O)C2CC(=O)NCCC2=CCCCC2)c(F)c1` (stereo unspecified) gave M4 PAM 7, MEKK3 PB1 HTS 104, GalR3 antag 4, p-CIP stab down -15, CRFR2-BP ag 0.2, PHOSPHO1 block 25, CRFBP-R2 block 3, IDE cell inh 1 and IDE act 4.
`Cc1ccccc1NC(=O)CSc1ccc2nnc(-c3ccccn3)n2n1` gave M4 PAM -2, MEKK3 PB1 HTS 103, GalR3 antag -4, p-CIP stab down 11, CRFR2-BP ag -0.1, PHOSPHO1 block 13, CRFBP-R2 block -1, IDE cell inh 3 and IDE act 6.
Screening CCOc1ccccc1NC(=O)NC1(C(=O)NCC2CCCO2)CCCCC1 (stereo unspecified) returned M4 PAM 1, MEKK3 PB1 HTS 95, GalR3 antag -9, p-CIP stab down -2, CRFR2-BP ag 0.4, PHOSPHO1 block 22, CRFBP-R2 block 12, IDE cell inh -3 and IDE act 0.
CNC(=O)/C(C#N)=C1/SC(Cc2ccc(F)cc2)C(=O)N1c1ccccc1 (stereo unspecified) was read as M4 PAM -14, MEKK3 PB1 HTS 84, GalR3 antag -3, p-CIP stab down -11, CRFR2-BP ag 11, PHOSPHO1 block 28, CRFBP-R2 block -26, IDE cell inh 12 and IDE act -3.
`COc1ccc(N2CCN(Cc3nc4c(c(=O)n(C)c(=O)n4C)n3C(C)C(C)=O)CC2)cc1` (stereo unspecified) gave M4 PAM 14, MEKK3 PB1 HTS 94, GalR3 antag -7, p-CIP stab down -5, CRFR2-BP ag 0.6, PHOSPHO1 block 23, CRFBP-R2 block -10, IDE cell inh 0 and IDE act 11.
`CCOC(=O)C1CCN(c2nc(N)c3c(N)nc(SCC(=O)O)cc3c2C#N)CC1` gave M4 PAM 1, MEKK3 PB1 HTS 96, GalR3 antag -3, p-CIP stab down -4, CRFR2-BP ag 3.3, PHOSPHO1 block 24, CRFBP-R2 block -3 and IDE act -32.
CC1(C)CC(=O)C2=C(C1)N=C1c3ccccc3C(=O)C1C2c1ccc(Cl)cc1 (stereo unspecified) was read as M4 PAM -7, MEKK3 PB1 HTS 108, GalR3 antag 2, p-CIP stab down 8, CRFR2-BP ag -0.5, PHOSPHO1 block -10, CRFBP-R2 block 6, IDE cell inh -8 and IDE act 4.
For CCCCc1ccc(NC(=O)c2c(C)noc2C)cc1 the results were M4 PAM 2, MEKK3 PB1 HTS 96, GalR3 antag -7, p-CIP stab down -12, CRFR2-BP ag -4.7, PHOSPHO1 block 27, CRFBP-R2 block 8, IDE cell inh -2 and IDE act 4.
For COC(=O)c1ccccc1NS(C)(=O)=O the results were M4 PAM 9, GalR3 antag -9, CRFR2-BP ag -1.2, CRFBP-R2 block 0, IDE cell inh -4 and IDE act 0.
`CCOc1ccc(NC(=O)C(C)Sc2nnc(C)n2C)cc1` (stereo unspecified) gave M4 PAM -1, MEKK3 PB1 HTS 103, GalR3 antag 2, p-CIP stab down 0, CRFR2-BP ag 6.2, PHOSPHO1 block -10, CRFBP-R2 block 24, IDE cell inh 5 and IDE act 3.
O=c1c(Br)c(N2CCOCC2)cnn1-c1ccccc1 was read as M4 PAM -5, MEKK3 PB1 HTS 100, GalR3 antag -3, p-CIP stab down 2, CRFR2-BP ag -0.3, PHOSPHO1 block -5, CRFBP-R2 block -5, IDE cell inh -2 and IDE act 4.
CC(C)CCNC(=O)COc1ccc2c3c(c(=O)oc2c1)CCC3 was read as M4 PAM 7, MEKK3 PB1 HTS 98, GalR3 antag 1, p-CIP stab down 9, CRFR2-BP ag 4.4, PHOSPHO1 block 28, CRFBP-R2 block -11, IDE cell inh 9 and IDE act -1.

Structures from the list above that contain a cyano group, in the order listed:
Screening N#Cc1cc([N+](=O)[O-])ccc1NC(=O)COC(=O)C1CC2CCCC(C1)C2=O (stereo unspecified) returned M4 PAM 13, GalR3 antag -4, CRFR2-BP ag 1.0, CRFBP-R2 block 0, IDE cell inh 0 and IDE act 8.
CNC(=O)/C(C#N)=C1/SC(Cc2ccc(F)cc2)C(=O)N1c1ccccc1 (stereo unspecified) was read as M4 PAM -14, MEKK3 PB1 HTS 84, GalR3 antag -3, p-CIP stab down -11, CRFR2-BP ag 11, PHOSPHO1 block 28, CRFBP-R2 block -26, IDE cell inh 12 and IDE act -3.
`CCOC(=O)C1CCN(c2nc(N)c3c(N)nc(SCC(=O)O)cc3c2C#N)CC1` gave M4 PAM 1, MEKK3 PB1 HTS 96, GalR3 antag -3, p-CIP stab down -4, CRFR2-BP ag 3.3, PHOSPHO1 block 24, CRFBP-R2 block -3 and IDE act -32.

New compounds follow.
Screening Cc1ccc2nc3nc(NCC4CCCO4)c(C(=O)NC4CCCC4)cc3c(=O)n2c1 (stereo unspecified) returned M4 PAM 10, MEKK3 PB1 HTS 113, GalR3 antag 9, p-CIP stab down -6, CRFR2-BP ag -5.5, PHOSPHO1 block -3, CRFBP-R2 block 17, IDE cell inh 3 and IDE act -9.
`CCCC(=O)NC(=S)Nc1cc(-c2nc3ncccc3o2)ccc1C` gave M4 PAM -18, MEKK3 PB1 HTS 106, GalR3 antag 0, p-CIP stab down -7, CRFR2-BP ag 8.4, PHOSPHO1 block 9, CRFBP-R2 block -16, IDE cell inh 0 and IDE act 3.
Screening O=C(O)c1cc(NC(=O)c2ccccc2F)cc(NC(=O)c2ccccc2F)c1 returned M4 PAM 4, MEKK3 PB1 HTS 108, GalR3 antag 0, p-CIP stab down -6, CRFR2-BP ag 0.0, PHOSPHO1 block 44, CRFBP-R2 block -1, IDE cell inh 4 and IDE act 3.
For Cc1ccccc1CS(=O)(=O)CCC(=O)NCCCN1CCN(c2ccccc2F)CC1 the results were M4 PAM -6, MEKK3 PB1 HTS 104, GalR3 antag -8, p-CIP stab down -1, CRFR2-BP ag -0.1, PHOSPHO1 block -27, CRFBP-R2 block -4, IDE cell inh 0 and IDE act -1.
`Cc1scc(C(=O)NCc2ccco2)c1-c1ccccc1` gave M4 PAM 42*, MEKK3 PB1 HTS 99, GalR3 antag -8, p-CIP stab down -6, CRFR2-BP ag -0.5, PHOSPHO1 block -16, CRFBP-R2 block 31, IDE cell inh -4 and IDE act -6.
For COCc1nnc(NC(=O)c2cccs2)s1 the results were M4 PAM 10, MEKK3 PB1 HTS 104, GalR3 antag -2, p-CIP stab down -1, CRFR2-BP ag 9.4, PHOSPHO1 block -27, CRFBP-R2 block 21, IDE cell inh -2 and IDE act -1.
CCOC(=O)c1c(NC(C)=O)sc2c1CCN(Cc1ccccc1)C2 was read as M4 PAM 7, MEKK3 PB1 HTS 101, p-CIP stab down -1, CRFR2-BP ag 27, PHOSPHO1 block 20, CRFBP-R2 block -24, IDE cell inh 2 and IDE act -2.
O=C(COC(=O)c1cccc(Br)c1)NCc1ccco1 was read as M4 PAM 2, GalR3 antag 1, CRFR2-BP ag -5.2, CRFBP-R2 block 19, IDE cell inh 3 and IDE act 0.
Screening Cc1ccc2c(c1)N(CC(=O)N1CCCC(C)C1)C(=O)CO2 (stereo unspecified) returned M4 PAM -8, MEKK3 PB1 HTS 100, GalR3 antag -9, p-CIP stab down 4, CRFR2-BP ag -0.8, PHOSPHO1 block 51, CRFBP-R2 block 9, IDE cell inh -3 and IDE act 0.
For Cc1cc(NCCCOC(C)C)n2c(nc3ccccc32)c1C#N the results were M4 PAM -9, MEKK3 PB1 HTS 107, GalR3 antag -11, p-CIP stab down 2, CRFR2-BP ag 0.5, PHOSPHO1 block -16, CRFBP-R2 block 0, IDE cell inh 4 and IDE act 3.
O=C(NC1CCCCCC1)C1Cc2ccccc2CN1C(=O)c1ccco1 (stereo unspecified) was read as M4 PAM -1, MEKK3 PB1 HTS 82, GalR3 antag 4, p-CIP stab down 8, CRFR2-BP ag -1.6, PHOSPHO1 block -10, CRFBP-R2 block 6, IDE cell inh 0 and IDE act 4.
Screening CCCNC(=O)C1CN(S(=O)(=O)c2ccc(Cl)s2)c2ccccc2O1 (stereo unspecified) returned M4 PAM 4, GalR3 antag -6, CRFR2-BP ag 0.0, CRFBP-R2 block 1 and IDE act 2.
For CN(C)CCC(=O)c1ccc2c(c1)OCO2 the results were M4 PAM 9, MEKK3 PB1 HTS 105, GalR3 antag -3, p-CIP stab down -13, CRFR2-BP ag 1.6, PHOSPHO1 block 25, CRFBP-R2 block -23, IDE cell inh 1 and IDE act 2.
For CC1(NC(=O)Cc2ccc(S(=O)(=O)N3CCOCC3)s2)CCS(=O)(=O)C1 (stereo unspecified) the results were M4 PAM 7, GalR3 antag 1, CRFR2-BP ag 0.1, CRFBP-R2 block 10, IDE cell inh 1 and IDE act 6.
For CCN(CC)C(=O)C1=C(C)N(Cc2ccc(OC)cc2)C(=O)C(CC(=O)NCC2CCCCC2)C1 (stereo unspecified) the results were M4 PAM 2, GalR3 antag -6, CRFR2-BP ag 0.4 and CRFBP-R2 block -3.
`COC(=O)[C@]1(C)N[C@H](CN(C)C(=O)c2ccccc2)[C@@H]2C(=O)N(C)C(=O)[C@@H]21` gave M4 PAM -3, GalR3 antag -2, CRFR2-BP ag 4.3, CRFBP-R2 block 5, IDE cell inh -1 and IDE act 4.

Screening results (PubChem BioAssay)
